Vif-APOBEC3F blk: qHTS for Inhibitors of Vif-A3F Interactions: qHTS; AID 602313, 2012; 390,000 compounds, 0.2% hits; Potency, µM (series often up to 46.1 µM), without a hit: top-dose activity, negative = active; HeLa A3F-eYFP + Vif (tagged APOBEC3F with the HIV-1 protein that degrades it), YFP fluorescence increase; note: potency is the fitted concentration of half-maximal effect; % of control where 0% means no effect; nearly all actives have a fitted effect of over 65% in size
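Fluorescence increase (Ex 488/Em 500-530) after overnight compound treatment at 37 deg C flags inhibition of Vif-driven A3F-eYFP loss in stable HeLa A3F-eYFP/Vif cells seeded overnight beforehand.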
D2 ag: HTS Assay for Allosteric Agonists of the Human D2 Dopamine Receptor: Primary Screen for Agonists | HEK293 T-REx D2 cells, calcium flux agonist mode | activation, % at 2 µM | 340,000 compounds, 0.53% hits | AID 485358, 2010;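 active = activation over 3 SD above normal in the single-dose calcium agonist read, cut at about 30% in these data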; note: 0% is about no effect
Target sequence (P14416 whole entry, looked up): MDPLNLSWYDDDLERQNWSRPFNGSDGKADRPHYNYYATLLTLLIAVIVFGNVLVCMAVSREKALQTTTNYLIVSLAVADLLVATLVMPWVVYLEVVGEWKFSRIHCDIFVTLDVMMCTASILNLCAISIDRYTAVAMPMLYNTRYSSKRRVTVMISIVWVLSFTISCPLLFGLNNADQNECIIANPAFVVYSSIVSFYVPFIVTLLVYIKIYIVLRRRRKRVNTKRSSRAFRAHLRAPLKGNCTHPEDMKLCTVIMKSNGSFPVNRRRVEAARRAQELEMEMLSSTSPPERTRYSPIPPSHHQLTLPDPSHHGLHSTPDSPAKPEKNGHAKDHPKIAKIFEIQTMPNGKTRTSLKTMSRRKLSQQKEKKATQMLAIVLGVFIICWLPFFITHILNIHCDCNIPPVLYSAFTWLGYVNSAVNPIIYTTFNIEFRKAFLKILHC
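Tetracycline-induced HEK293 Trex cells with D2 receptor force-coupled to calcium signaling, plated overnight at 30 C and loaded with no-wash calcium dye. Calcium flux read kinetically for 180 s after compound addition; responses flag agonists.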
Vif-A3G inh: qHTS for Inhibitors of Vif-A3G Interactions: qHTS | HeLa A3G-eYFP + Vif (tagged APOBEC3G with the HIV-1 protein that degrades it), YFP fluorescence, overnight | 410,000 compounds, 0.076% hits | DNA dC->dU-editing enzyme APOBEC-3G (Homo sapiens), Q9HC16 | AID 602310, 2012 | Potency, µM (highest dose often 46.1 µM), without a hit: top-dose activity, negative = active, hits mostly inhibitors;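 note: potency is the fitted concentration of half-maximal effect; % is set by controls: 0 for no effect and ±100 for the full control effect; nearly all actives have a fitted effect of over 60% in size; hits raise eYFP signal because A3G escapes Vif-driven loss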
Target sequence (Q9HC16 whole entry, looked up): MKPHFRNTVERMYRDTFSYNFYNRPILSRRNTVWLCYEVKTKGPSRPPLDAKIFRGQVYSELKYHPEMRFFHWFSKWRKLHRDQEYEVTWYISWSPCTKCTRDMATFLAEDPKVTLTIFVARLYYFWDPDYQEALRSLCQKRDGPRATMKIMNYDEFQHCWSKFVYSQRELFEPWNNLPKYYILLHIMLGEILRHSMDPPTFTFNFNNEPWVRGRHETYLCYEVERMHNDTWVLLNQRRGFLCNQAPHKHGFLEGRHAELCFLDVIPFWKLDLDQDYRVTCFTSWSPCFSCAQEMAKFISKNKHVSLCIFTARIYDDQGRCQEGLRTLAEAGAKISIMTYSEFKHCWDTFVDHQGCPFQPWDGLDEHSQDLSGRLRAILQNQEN
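Read-out is eYFP fluorescence (Ex 488/Em 500-530) from Vif-expressing HeLa A3G-eYFP cells; more signal means A3G escaped Vif-mediated degradation. Cells plated overnight, compound pinned in, incubated overnight at 37 deg C.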
ALOX12 inh: Primary qHTS assay for inhibitors of human arachidonate 12S-lipoxygenase (ALOX12): Round 2; purified 12hLO, xylenol orange hydroperoxide absorbance; Potency, µM (titrated, usually from 108 µM), for inactives: at the highest dose activity change, negative = inhibition, hits mostly inhibitors; 580,000 compounds, 1.1% hits; Polyunsaturated fatty acid lipoxygenase ALOX12 (Homo sapiens), P18054; note: potency is the fitted concentration of half-maximal effect; % is set by controls: 0 for no effect and ±100 for the full control effect
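Hydroperoxide product was detected by ferrous iron/xylenol orange as the 573 to 405 nm absorbance ratio. Arachidonic acid at 40 uM (final) was turned over for 30 min at room temperature by 150 nM human 12hLO, pH 7.0 Hepes buffer, after 15 min compound preincubation.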
RGS4 inh: Inhibitors of Regulator of G Protein Signaling (RGS) 4: qHTS; Transcreener GDP fluorescence polarization, RGS4-accelerated GTP hydrolysis; Potency, µM (doses to about 114 µM), for the others: at the highest dose activity change, negative = inhibition, most hits filed as inhibitors; 390,000 compounds, 0.039% hits; Regulator of G-protein signaling 4 (Homo sapiens), P49798; AID 504845, 2011; note: potency is the fitted concentration of half-maximal effect; % is set by controls: 0 for no effect and ±100 for the full control effect; nearly all actives have a fitted effect of over 75% in size; some results filed as inactive show a strong effect at the top dose
Target sequence (P49798 whole entry, looked up): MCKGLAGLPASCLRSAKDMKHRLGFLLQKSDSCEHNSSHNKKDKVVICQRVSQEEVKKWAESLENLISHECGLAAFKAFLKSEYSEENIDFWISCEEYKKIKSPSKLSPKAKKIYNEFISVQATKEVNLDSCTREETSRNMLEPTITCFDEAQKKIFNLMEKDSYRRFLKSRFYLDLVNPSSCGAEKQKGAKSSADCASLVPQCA
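MLSMR compounds (23 nl, pin-transferred) preincubated 10 min at room temperature with a 500nM (2x) first reagent, then RGS4 at 900nM (2x) plus Transcreener GDP mix added; fluorescence polarization (620/688 nm) read before and after 90 min at 30 °C.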
D2 antag: HTS Assay for Allosteric Antagonists of the Human D2 Dopamine Receptor: Primary Screen for Antagonists | D(2) dopamine receptor (Homo sapiens), P14416 | HEK293 TREx D2 cells, calcium flux, dopamine EC80 | inhibition, % at 10 µM | 340,000 compounds, 2% hits | AID 485344, 2010; in the data active = inhibition above about 30%; note: 0% is about no effect
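Dopamine at EC80 is the agonist stimulus; test compounds precede it by 180 s. Calcium flux read kinetically in a force-coupled, inducible HEK293 T-REx D2 cell line.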
Glioma ERSR ind: qHTS for Inducers of the Endoplasmic Reticulum Stress Response (ERSR) in Human Glioma: qHTS; U87-MG GRP78 promoter luciferase reporter, 16 h; Potency, µM, for the others: top-dose activation, actives largely listed as activators; 420,000 compounds, 0.02% hits; AID 602332, 2012; note: potency is the fitted concentration of half-maximal effect; series mostly up to about 76 µM; % of control where 0% means no effect; nearly all actives have a fitted effect of over 35% in size
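ERSR induction read as luciferase luminescence (Bright-Glo, 10 min at room temperature) in stably transfected human U87-MG glioma cells exposed to compounds for 16 h, using GRP78 as sensor.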
ERG Ets-DNA blk: qHTS for Small Molecule Inhibitors of the ERG Ets/DNA interaction; Transcriptional regulator ERG (Homo sapiens), P11308; fluorescence polarization, His-ERG Ets domain / labelled DNA; Potency, µM (titrated, usually from 76.9 µM), for inactives: at the highest dose FP activity, negative = inhibition, usual class: inhibitors; 370,000 compounds, 0.028% hits; AID 624246, 2012; active = well fitted inhibition curve with a large enough effect in the polarisation, with a control signal flat; inconclusive = small, poorly fitted or top-dose-only effect, or effect the other way, or a change in a side signal; inactive = no such curve, though single readings can be large or run the other way; the % refers to the polarisation;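 note: polarization taken with two DNA probes labelled with fluorescein and Texas red; potency is the fitted concentration of half-maximal effect; % of control where 0% means no effect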
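His-tagged ERG Ets domain (1 uM in the protein solution; 300mM KCl, 50mM Tris-HCl, 1mM EDTA, 1mM DTT, pH 7.5) received compound, then a probe mix of 5 nM fluorescein-DNA and 100nM Texas-615-DNA. Fluorescence polarization was read for both dyes.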
LDHA block: qHTS assay for inhibitors of human lactate dehydrogenase. purified LDHA, NADH/diaphorase-resazurin fluorescence; active compounds read low. activity change, % (values are at about 110 or 230 µM). 480,000 compounds, 0.15% hits; in the data active = activity change below about -30%; inconclusive = mostly about -25% to -30%;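 note: plate controls were DMSO wells for no effect and wells without enzyme for full effect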
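Human LDH5 at 2 nM final in Tris HCl pH 7.4 with 0.06 mM NADH and 0.2 mM pyruvate, reacted 5 minutes at room temperature. Remaining NADH coupled via diaphorase/resazurin; resorufin fluorescence read at 0 and 20 minutes, normalized to enzyme-free and DMSO wells.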
An asterisk follows results filed as active; u = inconclusive; x = no result given; & = joins results of further samples; ! = not confirmed by another sample; [ ] = another dose, or the depositor's remark. Unless noted, calls come from the whole dose curve; as a rule, active = well fitted curve in the direction sought with a large enough effect; inconclusive = small, poorly fitted or top-dose-only effect, or another doubt; inactive = no such curve, though single readings can be large; an effect the other way counts as inactive or inconclusive. Not all compounds are listed (hit frequency here may not be typical).

cpd	mol	D2 antag	LDHA block	ERG Ets-DNA blk	RGS4 inh	ALOX12 inh	Vif-A3G inh	Vif-APOBEC3F blk	D2 ag	Glioma ERSR ind
1	COC(=O)c1ccccc1NC(=O)c1cnc(Nc2ccc(OC)cc2)c2ccccc12	x	3	4%	-3%	u	-6%	-2%	-0.6	1%
2	COc1cc(C2c3[nH]c4ccccc4c3CCN2Cc2cn(C)nc2C)ccc1F (configuration not stated)	16	10	14%	-19%	7%	-29%	-30%	0.7	-1%
3	CN1C[C@H]2CON(C)[C@H]2C[C@H]1c1cccc(-c2ccccc2)c1	x	-5	2%	4%	-2%	-5%	2%	x	4%
4	CCOc1ccc(C(CC(=O)O)NC(=O)COc2ccccc2)cc1 (configuration not stated)	x	-6	-10%	15%	-10%	0%	-4%	x	-3%
5	CCCn1nc2cc(C(=O)NCc3ccccc3)ccc2c1OCC	4	-3	4%	14%	u	-2%	-4%	0.2	0%
6	O=C(NCCOc1ccccc1)C1CCC(=O)N(C2CCCCCC2)C1 (configuration not stated)	6	-3	3%	-13%	0%	2%	4%	0.9	0%
7	COc1ccc(C(C)(NC(C)=O)c2nc(/C=C/c3ccccc3)cs2)cc1 (configuration not stated)	x	-4	x	x	u	1%	x	x	-2%
8	O=C(Cn1c(C(F)(F)F)nc2ccccc21)N=Nc1c(O)[nH]c2ccc(Br)cc12	8	0	10%	-25%	-4%	0%	-27%	6.3	-1%
9	N#Cc1ccccc1OCCCN1CCC(Cc2ccccc2)CC1	85*	-16	0%	31%	u	1%	-12%	0.1	0%
10	Cc1cc(O)c2c(c1)C(O)(C1OC(CO)C(O)C(O)C1O)c1cccc(O)c1C2=O (configuration not stated)	12	10	-4%	-1%	6%	-5%	5%	0.5	-2%
11	CC(C)c1[nH]c(=O)c(C#N)c2c1COC(C)(C)C2	-9	1	-5%	-15%	-1%	3%	-5%	1.8	-2%
12	O=C(COC(=O)/C=C/c1cn(-c2ccccc2)nc1-c1cccnc1)Nc1ccc(Cl)cc1Cl	-5	1	5%	-12%	-19%	-5%	-22%	-1.5	-1%
13	CCOc1ccc(OCC)c(NC(=O)C2CCCN(S(=O)(=O)c3ccc4c(c3)oc(=O)n4C)C2)c1 (configuration not stated)	x	8	-1%	8%	0%	5%	0%	-0.6	0%
14	CCCNC(=O)Cn1nc(-c2ccc(C)cc2)c2cnc3ccc(CC)cc3c21	x	-4	2%	1%	-29%	2%	-3%	x	-2%
15	Cc1ccc(C)c(NCc2n[nH]c(=S)n2-c2ccccc2)c1	-5	-7	-16%	-14%	-19%	0%	16%	-0.2	5%
16	O=C1NC2(CCCCC2)C(=O)N1Cc1ccc([N+](=O)[O-])cc1	4	-3	1%	-5%	-20%	-6%	-8%	0.3	-4%
17	Cc1ccc(C(=O)Nc2ccccc2)cc1S(=O)(=O)Nc1ccccc1	x	-5	6%	-3%	3%	-6%	1%	0.4	-2%
18	O=C(CSCc1c(F)cccc1Cl)NCc1ccncc1	-6	-4	-4%	7%	-3%	7%	10%	7.9	-5%
19	CCOc1ccc(CCNC(=O)CCn2cccc2)cc1OCC	-4	-6	0%	-13%	248%[activator]	0%	-2%	-0.1	-1%
20	Cn1cnnc1SCc1ccccc1[N+](=O)[O-]	-10	-5	-3%	9%	146%[activator]	0%	-3%	0.8	-1%
21	CCCCn1c(N)c(N(CC(C)C)C(=O)c2ccc(F)c(S(=O)(=O)N3CCOCC3)c2)c(=O)[nH]c1=O	-18	0	16%	-5%	-13%	1%	-12%	0.3	-5%
22	C=CCn1c(SCC(=O)NC2CCCCC2)nnc1-c1ccccn1	x	-1	2%	-7%	-7%	1%	5%	x	-3%
23	CCCCNC(=O)CSc1nc2ccccc2nc1Cc1ccc(C)cc1	x	1	-1%	14%	-20%	-4%	-1%	-0.2	-1%
24	OCCNc1nc(Nc2ccccc2O)nc(N2CCCC2)n1	x	-2	x	15%	26%	0%	2%	x	-4%
25	O=C(Nc1nccs1)C1CCCN1S(=O)(=O)c1cccc2cccnc12 (configuration not stated)	11	-1	8%	u	-4%	-5%	-8%	-0.5	0%
26	COc1ccccc1CNC(=O)Cn1cnnn1	x	-3	2%	-6%	0%	2%	4%	x	-2%
27	Cc1ccc(C)c(NC(=O)CSc2nnc(-c3cc4occc4n3C)n2-c2ccccc2C)c1	x	-1	0%	4%	-28%	8%	6%	-0.5	1%
28	C/C(=C\c1ccccc1)C(=O)NCCCn1ccnc1	-14	2	3%	-29%	-13%	-1%	2%	-1.0	1%
29	COc1ccc(CCNC(=O)CN2C(=O)c3cccc4cccc(c34)C2=O)cc1OC	-6	2	0%	-29%	-2%	-4%	-2%	-0.6	-3%
30	Cc1nn(Cc2c(Cl)cccc2Cl)c(C)c1NC(=O)Cn1nc([N+](=O)[O-])c(Cl)c1C	7	-4	7%	5%	-3%	-1%	-5%	0.5	0%

Going on with the list:
cpd	mol	D2 antag	LDHA block	ERG Ets-DNA blk	RGS4 inh	ALOX12 inh	Vif-A3G inh	Vif-APOBEC3F blk	D2 ag	Glioma ERSR ind
31	COc1ccc(NS(=O)(=O)c2cccc(C(=O)N/N=C/c3ccc4c(c3)OCCO4)c2)cc1	-8	-5	-5%	17%	-4%	-3%	u	0.2	-2%
32	CC(C)(Sc1ccc(CCN(CCCCC2CCCCC2)C(=O)NC2CCCCC2)cc1)C(=O)O	2	2	21%	27µM*!	u	-2%	-1%	-1.7	u
33	COc1ccc(C)cc1S(=O)(=O)Nc1cccc(Cl)c1Cl	-2	-2	8%	2%[11.4 µM]	3%	-1%	1%	-0.8	-8%
34	CCCCN(CC)S(=O)(=O)c1ccc(C(=O)Nc2nnc(COC)o2)cc1	1	0	-5%	-10%[11.4 µM]	x	2%	8%	-0.7	-3%
35	COc1ccc(C2=C(C)C(=O)N(Cc3ccc(C(=O)Nc4cccc(F)c4)cc3)S2(=O)=O)cc1	x	-12	0%	1%	-2%	x	x	-0.4	x
36	COc1cccc(CC(=O)N2CCC(CCC(=O)Nc3cccc(OC)c3)CC2)c1	5	2	3%	0%	-29%	-6%	1%	-0.3	-3%
37	CCCCNc1sc(S(=O)(=O)CC)nc1S(=O)(=O)c1ccc(C)cc1	x	-14	3%	-3%	-2%	2%	3%	0.7	-4%
38	Cc1ccc(C)c(OCCn2cc(/C=C(\C#N)C(=O)NCc3cccs3)c3ccccc32)c1	16	0	-6%	2%	-22%	-6%	-7%	-1.1	-3%
39	CCCC1(CCC)NC(=O)N(CC(=O)Nc2ccc3c(c2)OCCO3)C1=O	x	-13	13%	22%	4%	-2%	-3%	x	-8%
40	CCc1noc(C)c1C(=O)OCC(=O)Nc1ncc(Cl)cc1Cl	3	-4	2%	-22%	0%	1%	4%	0.4	-10%
41	CC(Sc1nnc(NC(=O)c2cc3ccccc3oc2=O)s1)c1ccccc1 (configuration not stated)	0	-4	7%	2%	6%[57.4 µM]	2%	0%	0.7	-2%
42	CCOc1ccc(NC(=O)COC(=O)CCCc2c[nH]c3ccccc23)cc1	-13	-4	9%	-12%	0%	-5%	-9%	0.1	-6%
43	Cc1ccsc1C(=O)NNC(=O)C1CC=CCC1C(=O)O (configuration not stated)	x	-5	4%	10%	-8%	-1%	0%	x	2%
44	CC1=CC(=O)c2ccccc2C1=O	-23&-8	8&13	30%&-7%	-2%&-17%	u	u	-25%&-2%	-0.6&1.4	4%&0%&-6%&-9%

Just D2 antag and RGS4 inh (2 entries from above):
entry	smiles	D2 antag	RGS4 inh
33	COc1ccc(C)cc1S(=O)(=O)Nc1cccc(Cl)c1Cl	-2	2%[11.4 µM]
34	CCCCN(CC)S(=O)(=O)c1ccc(C(=O)Nc2nnc(COC)o2)cc1	1	-10%[11.4 µM]

Ordered by number of heavy atoms (high to low): 4 of the compounds above.
cpd	mol	D2 antag	LDHA block	ERG Ets-DNA blk	RGS4 inh	ALOX12 inh	Vif-A3G inh	Vif-APOBEC3F blk	D2 ag	Glioma ERSR ind
41	CC(Sc1nnc(NC(=O)c2cc3ccccc3oc2=O)s1)c1ccccc1 (configuration not stated)	0	-4	7%	2%	6%[57.4 µM]	2%	0%	0.7	-2%
34	CCCCN(CC)S(=O)(=O)c1ccc(C(=O)Nc2nnc(COC)o2)cc1	1	0	-5%	-10%[11.4 µM]	x	2%	8%	-0.7	-3%
37	CCCCNc1sc(S(=O)(=O)CC)nc1S(=O)(=O)c1ccc(C)cc1	x	-14	3%	-3%	-2%	2%	3%	0.7	-4%
40	CCc1noc(C)c1C(=O)OCC(=O)Nc1ncc(Cl)cc1Cl	3	-4	2%	-22%	0%	1%	4%	0.4	-10%

Compound activity as filed in PubChem.
